# TRPV1 ag = activates the human vanilloid receptor TRPV1 | activation, % at 8.33 µM | actives 0.19% (n = 320,000) | AID 540275 | TRPV1-expressing cells, Fluo-8 calcium influx, agonist mode | Q8NER1; in the data active = activation above about 80%; inconclusive = between about 30% and that limit; also: 0% is about no effect
# Target sequence (Q8NER1 whole entry, looked up): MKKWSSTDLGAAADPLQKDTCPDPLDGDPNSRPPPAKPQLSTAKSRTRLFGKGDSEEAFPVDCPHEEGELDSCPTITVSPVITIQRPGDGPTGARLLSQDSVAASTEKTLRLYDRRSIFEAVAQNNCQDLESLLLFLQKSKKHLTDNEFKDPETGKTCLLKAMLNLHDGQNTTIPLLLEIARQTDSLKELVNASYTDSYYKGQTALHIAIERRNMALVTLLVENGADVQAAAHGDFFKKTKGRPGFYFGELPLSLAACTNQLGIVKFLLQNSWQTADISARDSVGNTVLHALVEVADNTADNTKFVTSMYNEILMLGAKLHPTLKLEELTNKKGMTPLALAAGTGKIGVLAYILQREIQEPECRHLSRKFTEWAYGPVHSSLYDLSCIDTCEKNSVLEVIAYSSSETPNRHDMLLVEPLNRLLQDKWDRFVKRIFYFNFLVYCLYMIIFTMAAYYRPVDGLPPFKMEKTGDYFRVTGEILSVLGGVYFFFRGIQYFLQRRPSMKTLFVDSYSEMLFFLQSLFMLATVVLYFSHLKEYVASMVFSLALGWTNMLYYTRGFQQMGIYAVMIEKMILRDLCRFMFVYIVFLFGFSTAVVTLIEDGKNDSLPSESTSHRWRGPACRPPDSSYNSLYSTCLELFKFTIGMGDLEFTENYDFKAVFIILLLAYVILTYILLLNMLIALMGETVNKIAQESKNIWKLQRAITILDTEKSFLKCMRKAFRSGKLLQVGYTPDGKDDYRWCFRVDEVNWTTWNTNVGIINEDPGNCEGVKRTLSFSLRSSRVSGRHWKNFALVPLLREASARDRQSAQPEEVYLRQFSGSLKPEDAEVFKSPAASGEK
#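 Fluo-8 calcium influx in TRPV1-expressing cells, kinetic read (ex 480/em 520 nm). Compound added and read 3 min for agonist activity, followed by capsaicin at EC20 final and 2 min further read for enhancement.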
# KCNH2 3.1 block = blocks the human KCNH2 3.1 channel isoform | actives 0.95% (n = 340,000) | activity change, % (tested at about 1.8 µM) | U2OS KCNH2 3.1, thallium flux FluxOr; hits give low values | AID 720553;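 active = maximum activity change below -70%; inconclusive = maximum activity change from -70% to -50%; inactive = maximum activity change above -50%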;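 also: thallium influx rate constant from kinetic fluorescence after stimulation buffer; % is scaled to controls: 0 for no effect and ±100 for the full control effect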
#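 Channel expression came from 3.1 mutant virus (1.77 x 10^8 /mL) applied to suspended U2OS cells for 4 h. Flux was tracked with FluxOr dye plus Red40 quencher, and kinetic rate constants normalized to controls.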
# TCR activator = activators of T cell receptors; Potency, µM (titrated, usually from 9.22 µM), without a hit: top-dose activation of IL-2 secretion, most hits filed as activators; 330,000 tested, under 10 active; primary human leukocytes, anti-CD3, IL-2 HTRF, 48 h; also: % of control where 0% means no effect
#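 1) Mix primary human leukocytes, a-CD3 beads and compound. 2) Incubate 48 hr. 3) Add HTRF IL-2 reagents (a-IL-2-K, a-IL-2-d2).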
# AT treatment = candidate therapy for ataxia-telangiectasia; Potency, µM (highest dose often 57.5 µM), inactives show top-dose activation, actives largely listed as activators; AID 485349; actives 0.19% (n = 320,000); […] A-T fibroblasts, KAP-1 phosphorylation AlphaLISA; neocarzinostatin DNA damage 30 min before lysis; also: potency is read from the fitted curve at half-maximal effect; % of control where 0% means no effect; nearly all actives have a fitted effect of over 45% in size
#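 ATM-like activity read as KAP-1 phosphorylation via AlphaLISA donor/acceptor antibody pairs after lysis and 6 hr at 25C. Cells were ATM-null patient fibroblasts ([…], hTERT), dosed 60 min, then exposed to the DSB inducer NCS for 30 min.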
# Mito fusion act = blocks mitochondrial division or promotes mitochondrial fusion. actives 0.23% (n = 320,000). S. cerevisiae fusion-defective mutant growth rescue, CellTiterGlo 48 h. Potency, µM (top dose mostly 46.1 µM), without a hit: at the top dose growth rescue (activation), usual class: activators;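 also: potency is read from the fitted curve at half-maximal effect; % of control where 0% means no effect; nearly all actives have a fitted effect of over 45% in size; temperature-sensitive fusion mutants such as fzo1-1 at 37 °C on non-fermentable ethanol glycerol medium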
#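 Luminescent cell viability in 1536-well qHTS format served as the measure of rescued growth in ts fusion-mutant S. cerevisiae cultured on non-fermentable YPEG for 48 hours at 37C.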
# USP2a inh = USP2a (human) protease inhibition; actives 0.01% (n = 330,000); AID 463254; O75604; USP2 core, Ub-CHOP2 coupled fluorogenic reporter, 485/531; Potency, µM (highest dose often 38.3 µM), for inactives: at the top dose activity change, negative = inhibition, actives largely listed as inhibitors;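 also: potency is read from the fitted curve at half-maximal effect; plate controls were DMSO wells for no effect and full inhibition by NEM control for full effect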
#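 Cell-free coupled assay: 10nM USP2 core preincubated 30min RT with compound in Tris-HCl pH 8.0/CaCl2/CHAPS buffer, then 25nM Ub-CHOP2 and 25nM reporter substrate; fluorescence (Ex 485/Em 531) read after 60min RT, normalized to NEM inhibition, concentration-response curves fitted.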
# TSHR antag = human thyrotropin receptor antagonism. P16473. TSHR-expressing cells, TSH-stimulated cAMP HTRF, 2 h; hits give low values. activity change, negative = inhibition, % at 11.5 µM. actives 0.2% (n = 330,000);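 active = activity change below a set negative limit, meaning inhibition stronger than a set level, cut at about -70% in these data; inconclusive = activity change between two set negative limits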; also: % is scaled to controls: 0 for no effect and ±100 for the full control effect
#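 TSHR-expressing cells were treated with compounds, then stimulated with TSH at EC80 (4nM final) for 2 hours at 37 deg C. Cellular cAMP was measured by HTRF competition between lysate cAMP and cAMP-d2 for a cryptate-labelled anti-cAMP antibody.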
# Eya2 phos inh = inhibitors of human Eya2 phosphatase activity. O00167. Potency, µM (top dose mostly 76.9 µM), inactives show at the top dose activity, negative = inhibition, hits mostly inhibitors. recombinant Eya2, OMFP fluorescence dephosphorylation (OMFP is methylfluorescein phosphate). actives 0.006% (n = 330,000); also: potency is read from the fitted curve at half-maximal effect; % is scaled to controls: 0 for no effect and ±100 for the full control effect
#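 Eya2 protein (added as 0.2 uM solution) was preincubated with compound for 10 min at ambient temperature in 50 mM HEPES pH 7.5, 50 mM NaCl, 5 uM MgCl2, 0.05% BSA, 1 mM DTT. OMFP (added at 50 uM) then reacted 10 min; fluorescence read at 485/525 nm.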
# hERG WT inh = blocks the wildtype human KCNH2 potassium channel | U2OS, BacMam KCNH2, thallium flux FluxOr; hits give low values | actives 0.37% (n = 340,000) | activity change, % at 1.84 µM | Q12809;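 active = maximum activity change below -70%; inconclusive = maximum activity change between -70% and -50%; inactive = maximum activity change above -50%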; also: % is scaled to controls: 0 for no effect and ±100 for the full control effect
#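 U2OS cells transduced with wild-type KCNH2 virus are loaded with FluxOr dye for 45 min, and thallium flux is measured in kinetic reads before and after stimulation buffer. Rate constants are normalized to DMSO controls.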
# ELG1 DNA repair = blocks ELG1-dependent DNA repair in HEK293T cells. HEK293T ELG1-luciferase reporter, luminescence, 16 h; DNA damage induced by 5-fluorouridine. Potency, µM (titrated, usually from 46.1 µM), without a hit: at the top dose activity change, negative = inhibition, usual class: inhibitors. actives 2.3% (n = 330,000). AID 504467; also: potency is read from the fitted curve at half-maximal effect; % is scaled to controls: 0 for no effect and ±100 for the full control effect; nearly all actives have a fitted effect of over 55% in size
#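 HEK293T cells expressing luciferase-tagged ELG1 (2,000/well) received 5-Fluorouridine plus compound or DMSO for 16 hr at 37 °C. Luciferase was read by ONE-Glo luminescence after 30 min at room temperature.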
# An asterisk follows results filed as active; ? = inconclusive; · = no result given; [ ] = remark or other dose. Unless noted, calls follow the shape of the dose curve; as a rule, active = well fitted curve in the direction sought with a large enough effect; inconclusive = small, poorly fitted or top-dose-only effect, or another doubt; inactive = no such curve, though single readings can be large; an effect the other way counts as inactive or inconclusive.
SMILES,TRPV1 ag,KCNH2 3.1 block,TCR activator,AT treatment,Mito fusion act,USP2a inh,TSHR antag,Eya2 phos inh,hERG WT inh,ELG1 DNA repair
CN(C(=O)Cn1cc(C(F)(F)F)ccc1=O)c1c(N)n(Cc2ccccc2)c(=O)[nH]c1=O,1,12,4%,1%,1%,0%,0,7%,-12,1%
COc1ccc(C(=O)OCC(=O)NC2CCCCCC2)c(OC)c1,13,5,-4%,3%,13%,0%,-3,6%,0,-4%
Cc1c(Cl)c(C(F)(F)F)nn1CC(=O)NCc1ccco1,14,3,-6%,1%,-15%,2%,-7,15%,0,10%
O=C(NNS(=O)(=O)c1ccccc1F)c1ccccc1-n1cccc1,-3,-19,1%,-1%,-3%,3%,12,-10%,-20,1%
COc1ccc(-n2c(C)nc3c(cnn3-c3ccc(C)c(C)c3)c2=O)cc1,·,7,2%,6%,24%,-1%,-3,-15%,0,0%
Cc1ccccc1C(=O)Nc1nc(=S)ss1,-4,15,2%,-3%,2%,-1%,-25,-38%,2,0%
CCCCN(C(=O)CN(C)CC(=O)Nc1cccc(OC)c1)c1c(N)n(CCCC)c(=O)[nH]c1=O,·,-7,-4%,2%,·,2%,·,2%,3,1%
COc1cccc(-n2nnc3c(=O)n(CC(=O)NC4CCCC4)cnc32)c1,0,-13,5%,-1%,-3%,-5%,-2,-9%,50,11%
Cc1cccc(C(=O)Nc2ccc(C(=O)N/N=C/c3ccc(C)o3)cc2)c1,0,4,2%,5%,8%,3%,47,4%,-12,0%
CCC[n+]1c(C)sc2c(OC)ccc(OC)c21,0,0,·,0%,-6%,1%,-4,9%,-19,10%
CNC(=O)c1nc(C)c(C2(C)CC(c3ccccc3)=NO2)s1 (centres undefined),0,-1,-2%,0%,7%,-1%,-4,-20%,-2,27%
Cc1ccc2oc(C(=O)N3CCC(N4CCSCC4)CC3)c(C)c2c1,10,9,-2%,-7%,-1%,1%,-2,-3%,0,25%
CCOc1ccc(N(CC(=O)NC2CCC(C)CC2)S(=O)(=O)c2c(C)noc2C)cc1 (centres undefined),14,18,3%,21%,0%,1%,-4,-7%,2,0%
O=C(Cn1c(=O)oc2cccnc21)Nc1ccccc1Oc1ccc(Cl)cc1Cl,-3,-3,-3%,-5%,0%,2%,-1,-6%,3,20%
CCN(CC)c1ccc2cc(NC(=O)CCC(=O)O)c(=O)oc2c1,7,-8,-10%,?,-1%,26%,-13,22%,10,0%
CCCCSc1nnc(-c2ccc(C)cc2)o1,?,-19,·,5%,3%,0%,-10,-12%,21,?
COC(=O)c1ccc(COC(=O)c2nn(C)c(=O)c3ccccc23)cc1,-2,-20,-2%,·,-4%,-2%,-3,-1%,·,4%
C=CCn1c(-c2c[nH]c3ccccc23)n[nH]c1=S,-2,-7,-2%,-1%,-2%,1%,8,1%,1,?
CCCCN1C(=S)NC[C@@H]1C(C)CC (some centres undefined),0,-3,-32%,-4%,-10%,1%,-1,7%,-4,8%
CC(C)C[C@@]12C(=O)N(c3ccc(Br)cc3)C(=O)N1[C@H](c1ccc(Br)cc1)[C@@H]1C(=O)N(C(C)(C)C)C(=O)[C@@H]12,1,-24,-3%,1%,7%,0%,2,7%,-34,-2%
C=CCN1C(=O)C(Cc2ccccc2)S/C1=N/N=C/c1cccs1 (centres undefined),6,-4,8%,·,2%,0%,-31,9%,3,?
CCCn1c(-c2cc(OC)c(OC)c(OC)c2)nc2c1c(=O)[nH]c(=O)n2Cc1ccccc1,1,-2,0%,7%,-2%,4%,2,16%,2,?
O=C(Nc1cccc([N+](=O)[O-])c1)C1CCN(C(=O)Cc2ccccc2)CC1,28,6,-4%,1%,-1%,1%,15,0%,-16,-3%
COc1ccc(CCNC(=O)COC(=O)/C=C/c2ccc(OC)c(OC)c2)cc1,0,-7,2%[46.1 µM],1%,0%,4%,1,14%,-10,-5%
COc1ccc2c(c1)c(CC(=O)OCC(=O)N(C)C)c(C)n2C(=O)c1ccc(Cl)cc1,10,-3,0%,6%,5%,-16%,0,-1%,4,-15%
O=C(NCC1CCCO1)c1ccc(N2CCCCC2)nc1 (centres undefined),10,10,·,0%,0%,2%,0,-5%,2,?
CCNC(=S)Nc1cccc(S(=O)(=O)Nc2ccccc2OC)c1,1,-85*,7%,1%,0%,2%,10,5%,3,0%
Cc1ccc(S(=O)(=O)NCC[C@@]2(C)C3CCC2(C)C(=O)C3)cc1 (some centres undefined),19,-13,12%,0%,1%,4%,-2,-1%,-1,0%
O=C(NCc1ccco1)C1CCCN1C(=O)Nc1ccccc1[N+](=O)[O-] (centres undefined),-4,-6,-1%,-1%,-2%,0%,-12,-6%,-9,11%
CC(=O)Nc1sc(C)c(C)c1C(=O)OCC(=O)NCc1ccccc1,-2,-5,-4%,3%,1%,-1%,-3,-2%,-8,4%
CC(C)(C)NC(=O)C(c1ccc(F)cc1)N(CCc1ccccc1)C(=O)c1ccn[nH]1 (centres undefined),?,-1,3%,-3%,4%,-1%,-3,4%,2,13%
Cc1cccc(C2Nc3ccccc3C(=O)N2c2ccc(F)cc2)n1 (centres undefined),4,4,-5%[46.1 µM],2%,-1%,0%,13,-10%,20,3%
COc1ccc(-c2csc3ncnc(NCCO)c23)cc1,2,11,-4%,8%,-7%,-1%,12,-3%,7,?
NC(=O)CC[C@@H]1NC(=O)C(Cc2ccc(O)cc2)NC(=O)c2cc([N+](=O)[O-])cc(F)c2NCCC[C@@H](C(N)=O)NC1=O (some centres undefined),-1,·,·,-6%,-12%,-8%,8,-10%,·,5%
COc1ccc(C(=O)Cn2nc(CNc3ccc(Br)cc3)[n+]3c2CCCCC3)cc1,-2,24,-11%,3%,-1%,3%,2,1%,7,-19%
O=C(CCCOc1ccc(Cl)cc1)Nc1cccc(C(=O)O)c1,-2,11,-3%,2%[11.5 µM],-5%,5%,-15,0%,7,?
COCCN(C(=O)CCN1C(=O)C2CC=CCC2C1=O)c1c(N)n(CC(C)C)c(=O)[nH]c1=O (centres undefined),2,17,5%,-10%,0%,4%,3,9%,-7,8%
COCCN(CCOC)C(=O)N1CCOCC1,-2,-4,-8%,-5%,-1%,0%,-6,-29%,-4,?
CCN(CC)c1ccc(N2C(=O)/C(=C\c3cccs3)SC2=S)cc1,0,-1,6%,-2%,0%,1%,8,5%,-8,3%
CC[N+](C)(CC)CCOC(=O)C1c2ccccc2Oc2ccccc21,0,-6,-3%,6%,-5%,-2%,-7,3%,4,?
COc1cc2nc(=S)n3[nH]c(CCn4nc(C)cc4C)nc3c2cc1OC,3,-2,15%,3%,-2%,2%,-7,2%,12,?
CN1CCN(S(=O)(=O)c2ccc3c4c(cccc24)C(=O)N3)CC1,-1,-13,0%,11%,-3%,-1%,16,6%,-2,9%
Cc1ccc([N+](=O)[O-])cc1NC1OC(CO)C(O)C1O (centres undefined),3,-2,-27%,-1%,5%,-1%,-10,-16%,-8,1%
C=CCNC(=S)N1CCC(C(=O)c2ccc(C)cc2)CC1,?,22,-8%,-9%,-32%,3%,-5,-5%,-14,-2%
O=S(=O)(c1ccc(-c2ccno2)s1)N1CCCCC1,17,20,-9%,12%,0%,0%,-11,-14%,-7,-3%
Cc1ccc(-c2nnc3c(C(F)(F)F)nc4ccccc4n23)cc1,0,-4,10%,-1%,-1%,2%,3,20%,-6,8%
Cc1ccc(C(=O)Nc2nnc(Cc3ccccc3)s2)cc1,3,13,-2%,-33%,4%,1%,4,8%,0,3%
O=C(c1ccc(Cl)c(Cl)c1)N(Cc1ccco1)c1ccc(O)cc1,5,1,8%,-1%,4%,-2%,9,11%,-6,-18%
CCC(C)NC(=O)CSC1=Nc2ccccc2C2=NC(CC(=O)NCc3ccc(F)cc3)C(=O)N12 (centres undefined),-1,5,-17%,-3%,0%,0%,-6,3%,-7,-3%
CS(=O)(=O)N1CCC(C(=O)Nc2ccccc2F)CC1,-3,-5,-1%,2%,0%,3%,-3,-29%,15,6%
CC(CCc1ccco1)NC(=O)CCc1nnc2ccc(NCc3ccc(Cl)cc3)nn12 (centres undefined),-1,8,-2%,1%,4%,4%,-10,-2%,-8,21%

# Sorted by value in Eya2 phos inh (low to high): some entries from above
molecule | Eya2 phos inh
CS(=O)(=O)N1CCC(C(=O)Nc2ccccc2F)CC1 | -29%
O=C(Nc1cccc([N+](=O)[O-])c1)C1CCN(C(=O)Cc2ccccc2)CC1 | 0%
CCCCN1C(=S)NC[C@@H]1C(C)CC (some centres undefined) | 7%

# The list is partial. The share of hits here may be higher or lower than overall.
